PREPL inhibitor = human PREPL enzyme inhibition. Q4J6C6. recombinant PREPL, fluorescence polarization activity-based probe. inhibition, % at 5.96 µM. 320,000 compounds, 0.68% hits. AID 2751; in the data active = inhibition above about 43%;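 note: 0% = enzyme with DMSO and 100% = wells lacking enzyme; many of its hits are not listed in these tables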
pPAFAH inh = inhibitors of human plasma PAF acetylhydrolase (pPAFAH) | recombinant pPAFAH, FP-rhodamine probe fluorescence polarization | inhibition, % at 3.39 µM | 330,000 compounds, 1.5% hits;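 active = inhibition above the mean inhibition across the screen plus 3 SD, cut at about 25% in these data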;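 note: inhibitors block binding of the rhodamine activity-based probe so polarization drops; 0% = enzyme with DMSO and 100% = wells lacking pPAFAH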
Target sequence (Q13093 whole entry, looked up): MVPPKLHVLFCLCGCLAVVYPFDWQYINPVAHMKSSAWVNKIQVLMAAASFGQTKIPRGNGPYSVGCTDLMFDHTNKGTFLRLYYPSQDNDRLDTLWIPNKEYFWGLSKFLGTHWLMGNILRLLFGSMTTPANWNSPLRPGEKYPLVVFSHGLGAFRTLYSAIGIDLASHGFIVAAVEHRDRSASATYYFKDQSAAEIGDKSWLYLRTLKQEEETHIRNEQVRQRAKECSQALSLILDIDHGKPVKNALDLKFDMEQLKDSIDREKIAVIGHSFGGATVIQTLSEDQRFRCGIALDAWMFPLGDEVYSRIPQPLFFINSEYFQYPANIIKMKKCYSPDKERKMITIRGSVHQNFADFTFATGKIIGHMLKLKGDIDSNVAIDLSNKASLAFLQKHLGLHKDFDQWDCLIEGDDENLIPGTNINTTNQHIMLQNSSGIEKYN
LYPLA2 inh = blocks human lysophospholipase 2, a PME1 counter-screen. 320,000 compounds, 0.38% hits. inhibition, % at 5.9 µM. O95372. recombinant LYPLA2, FP-Rh probe fluorescence polarization;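 active = inhibition above the screen-wide mean plus 3 SD, limit set per campaign, cut at about 26% in these data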;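 note: 0% = LYPLA2 with DMSO and 100% = wells lacking LYPLA2 enzyme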
Target sequence (O95372 whole entry, looked up): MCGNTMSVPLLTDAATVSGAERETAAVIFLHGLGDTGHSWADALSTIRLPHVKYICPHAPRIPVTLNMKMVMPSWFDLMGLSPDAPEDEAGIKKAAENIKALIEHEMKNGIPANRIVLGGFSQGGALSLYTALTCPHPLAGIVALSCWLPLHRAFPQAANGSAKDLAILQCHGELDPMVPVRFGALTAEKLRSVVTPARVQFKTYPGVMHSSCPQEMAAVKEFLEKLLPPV
LYPLA1 counter = LYPLA1 (human) inhibition in PME1 counter-screen; O75608; AID 2174; inhibition, % at 5.9 µM; recombinant LYPLA1, FP-Rh probe fluorescence polarization; 320,000 compounds, 0.16% hits;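 active = inhibition above the mean of all tested compounds plus 3 SD, set per campaign, cut at about 14% in these data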;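 note: inhibitors block serine hydrolase probe labeling of LYPLA1 so polarization falls; 0% = enzyme with DMSO and 100% = wells lacking LYPLA1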
GSTO1 counter = counter-screen for RBBP9 inhibitors: inhibitors of human GSTO1 | 300,000 compounds, 1.1% hits | inhibition, % at 5.96 µM | P78417 | AID 1974 | recombinant GSTO1, activity-based probe fluorescence polarization;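 active = inhibition above the campaign mean inhibition plus 3 SD, cut at about 35% in these data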;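 note: 0% = GSTO1-1 with DMSO and 100% = wells lacking GSTO1-1 enzyme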
PME-1 inh = blocks human protein phosphatase methylesterase 1 | Q9Y570 | recombinant PME-1, FP-Rh probe fluorescence polarization | inhibition, % at 5.9 µM | 320,000 compounds, 0.53% hits;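 active = inhibition above the campaign mean of all compounds plus 3 SD, cut at about 26% in these data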;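 note: competitive labeling of PME-1 active site by serine hydrolase directed probe; 0% = PME-1 with DMSO and 100% = wells lacking PME-1 enzyme; inhibitors block probe labeling so polarization falls and inhibition rises; many of its hits are not listed in these tables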
Target sequence (Q9Y570 whole entry, looked up): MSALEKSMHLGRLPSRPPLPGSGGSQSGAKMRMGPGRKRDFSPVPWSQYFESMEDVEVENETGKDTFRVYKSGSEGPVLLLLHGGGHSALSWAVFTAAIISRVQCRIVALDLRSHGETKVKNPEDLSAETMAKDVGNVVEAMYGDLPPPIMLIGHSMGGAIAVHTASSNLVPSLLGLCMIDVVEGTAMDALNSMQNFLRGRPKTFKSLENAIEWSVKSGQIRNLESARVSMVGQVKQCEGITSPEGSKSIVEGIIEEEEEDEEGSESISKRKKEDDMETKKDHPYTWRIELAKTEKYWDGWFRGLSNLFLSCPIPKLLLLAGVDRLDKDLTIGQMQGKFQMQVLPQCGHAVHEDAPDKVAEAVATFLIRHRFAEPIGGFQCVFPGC
PAD4 inh = PAD4 (human) enzyme inhibition | 330,000 compounds, 0.41% hits | recombinant PAD4, RCA probe fluorescence polarization | Q9UM07 | inhibition, % at 6.36 µM;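 active = percent inhibition above a cutoff equal to the mean of all tested compounds plus 3 SD, cut at about 15% in these data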;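 note: 0% = PAD4 with RCA probe and DMSO and 100% = probe without PAD4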
PAFAH1B3 FP inh = PAFAH1B3 (human) inhibition. recombinant PAFAH1B3, FP-rhodamine probe, fluorescence polarization. 340,000 compounds, 0.28% hits. inhibition, % at 3.39 µM. AID 492972;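 active = inhibition above the screen-wide average of all tested compounds plus 3 SD, cut at about 25% in these data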;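 note: 0% = enzyme with DMSO only and 100% = wells lacking PAFAH1B3 protein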
PAFAH1B2 inh = inhibitors of human PAFAH1B2 | P68402 | recombinant PAFAH1B2, FP-rhodamine activity probe, fluorescence polarization | inhibition, % at 3.39 µM | 340,000 compounds, 1.2% hits | AID 492953;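 active = inhibition above the mean of all tested compounds plus 3 SD, cut at about 24% in these data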;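 note: 0% = enzyme with DMSO and 100% = wells lacking PAFAH1B2; many of its hits are not listed in these tables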
* hit, by the source's call; · = not tested or not shown. These rows are one share of the data, so the mix of outcomes need not match the whole.

item | molecule | PREPL inhibitor | pPAFAH inh | LYPLA2 inh | LYPLA1 counter | GSTO1 counter
1 | O=C(CN1C(=O)NC2(CCCC2)C1=O)NNC(=O)c1ccc(Cl)cc1 | -2 | 1 | 1 | 0 | ·
2 | Cc1ccc(-c2nc(CS(=O)CC(=O)NC3CCCC3)c(C)o2)cc1 (centres undefined) | 13 | -4 | -3 | -1 | 0
3 | CCOc1cc(NC(=S)NCc2ccccc2)c(OCC)cc1NC(=O)C(C)C | -12 | -3 | -1 | 0 | 2
4 | COCCn1c(C)c(C(=O)O)sc1=S | 4 | 7 | 1 | 1 | 6
5 | O=c1cc(-c2ccccc2)cc(-c2ccccc2)n1O | -10 | 12 | 0 | -1 | 11
6 | O=C(N/C(=C/c1ccc(Cl)cc1)c1nc2ccccc2[nH]1)c1ccco1 | -7 | 23 | -8 | -5 | -4
7 | CC(=O)OCCCNc1cc(SCc2ccco2)c2nonc2c1[N+](=O)[O-] | 19 | 39* | 9 | 4 | 27
8 | O=C(Nc1c(-c2cccs2)nc2ccccn12)c1ccccc1F | -24 | 0 | 3 | 0 | 9
9 | CC(C)(C)C(=O)Nc1ccc(NC(=O)c2ccco2)nc1 | 15 | 2 | -6 | 1 | -1
10 | CCOc1ccc(CN2CCN(Cc3ccon3)CC2CCO)cc1 (centres undefined) | -3 | -3 | -1 | 1 | 2
11 | COC(=O)C(Cc1ccccc1)NC(=O)CNS(=O)(=O)c1ccc(Br)cc1 (centres undefined) | -8 | 0 | 4 | -4 | -5
12 | Cc1ccc(NS(=O)(=O)c2cc3c4c(c2)CC(=O)N4CCC3)cc1C | 5 | 13 | -4 | -7 | 12
13 | COc1ccc(Cc2nc(C(=O)Nc3ccc(OC)cc3)cs2)cc1 | 16 | 6 | 6 | -2 | 1
14 | O=C(COc1c(CO)cc(Br)cc1CO)NC1CCCc2ccccc21 (centres undefined) | 8 | 0 | 6 | 2 | -14
15 | COCc1c(C(=O)NCCOc2ccc(Cl)cc2)oc2ccccc12 | 5 | 6 | 5 | -2 | ·

item | PME-1 inh | PAD4 inh | PAFAH1B3 FP inh | PAFAH1B2 inh
1 | 2 | 3 | 6 | 4
2 | 2 | 5 | 16 | 6
3 | -9 | -3 | 1 | 1
4 | 4 | -1 | 9 | -1
5 | -3 | -1 | 6 | 1
6 | 0 | 10 | 6 | 0
7 | -1 | -2 | 3 | -1
8 | -1 | -4 | 0 | 3
9 | 1 | -7 | 6 | 4
10 | -6 | 5 | -8 | -5
11 | -2 | 1 | 6 | 6
12 | -1 | 5 | 0 | 0
13 | -3 | -1 | 12 | 0
14 | 7 | 1 | 5 | 4
15 | -7 | 0 | 4 | 5

The listing continues:
item | molecule | PREPL inhibitor | pPAFAH inh | LYPLA2 inh | LYPLA1 counter | GSTO1 counter
16 | Cc1ccccc1C=Nc1ccccc1C(N)=O | 3 | 0 | 8 | 4 | -2
17 | Cc1nc(Cc2nnc(SC(C)C(=O)Nc3cccc(C#N)c3)o2)cs1 (centres undefined) | -3 | -1 | -2 | -3 | 9
18 | CC1(C)OC(=O)N(CCc2ccccc2)C1(C)O (centres undefined) | 4 | 0 | 1 | 0 | 1
19 | O=[N+]([O-])c1ccc(S(=O)(=O)N/N=C/c2cccs2)cc1 | 3 | -3 | 0 | 0 | 14
20 | CC(C)(C)N1CC(C(=O)Nc2ccc(C#N)cc2)CC1=O (centres undefined) | -10 | 3 | 4 | -1 | 4
21 | Cc1cc(S(=O)(=O)N2CCCCC2)c(C)s1 | 17 | 0 | 7 | -5 | 6
22 | O=C(c1ccc(S(=O)(=O)N2CCOCC2)cc1)N1CCN(c2ccccc2F)CC1 | 9 | 9 | -6 | -4 | -1
23 | NC(=O)c1ccccc1NC(=S)NC(=O)c1ccc(Br)o1 | -6 | -6 | -3 | -1 | -4
24 | CN(Cc1ccccc1)C(=O)[C@@H]1CCCN1S(=O)(=O)c1ccc(Cl)cc1 | 9 | 3 | 0 | -2 | -6
25 | CC1CCCC(n2c(=S)[nH]c3ccccc3c2=O)C1C (centres undefined) | 8 | 2 | -7 | -5 | -2
26 | O=C(Nc1ncccc1O)c1ccc(OCC2CCCO2)cc1 (centres undefined) | 4 | 6 | -1 | 4 | 2
27 | COc1ccc(-c2nnc(SCC(=O)NCC3CCCO3)o2)cc1 (centres undefined) | 0 | 4 | -3 | 0 | -2
28 | Cc1ccc(C(C)C)cc1NC(=O)Nc1ccc([N+](=O)[O-])cc1 | 2 | -14 | -53 | -31 | -28
29 | CC1=CC(=O)C=CC1(C)C(Cl)Cl (centres undefined) | -11 | -5 | 3 | 1 | 3
30 | Cc1cc(C)cc(OCC(=O)N/N=C/c2ccc([N+](=O)[O-])o2)c1 | 12 | 15 | 17 | 5 | 34

item | PME-1 inh | PAD4 inh | PAFAH1B3 FP inh | PAFAH1B2 inh
16 | -5 | 3 | 3 | 1
17 | -1 | -4 | 7 | -1
18 | -5 | -2 | 4 | 2
19 | 1 | -3 | 9 | -4
20 | 2 | -2 | 7 | -1
21 | 5 | -3 | 7 | 3
22 | -4 | 1 | 3 | 2
23 | 0 | 3 | -1 | 4
24 | 3 | -1 | 9 | 4
25 | -5 | 1 | 2 | 4
26 | -1 | 5 | 7 | 5
27 | 1 | -1 | 5 | 5
28 | -29 | 1 | -1 | 4
29 | -3 | -3 | 7 | 2
30 | 7 | -4 | 5 | 8

Some of these compounds in order of the PAFAH1B2 inh value, ascending.
item	canonical_smiles	PAFAH1B2 inh
19	O=[N+]([O-])c1ccc(S(=O)(=O)N/N=C/c2cccs2)cc1	-4
17	Cc1nc(Cc2nnc(SC(C)C(=O)Nc3cccc(C#N)c3)o2)cs1 (centres undefined)	-1
16	Cc1ccccc1C=Nc1ccccc1C(N)=O	1
22	O=C(c1ccc(S(=O)(=O)N2CCOCC2)cc1)N1CCN(c2ccccc2F)CC1	2
28	Cc1ccc(C(C)C)cc1NC(=O)Nc1ccc([N+](=O)[O-])cc1	4
27	COc1ccc(-c2nnc(SCC(=O)NCC3CCCO3)o2)cc1 (centres undefined)	5

Random excerpt: 2 records from the list.
item | molecule | PREPL inhibitor | pPAFAH inh | LYPLA2 inh | LYPLA1 counter | GSTO1 counter
20 | CC(C)(C)N1CC(C(=O)Nc2ccc(C#N)cc2)CC1=O (centres undefined) | -10 | 3 | 4 | -1 | 4
17 | Cc1nc(Cc2nnc(SC(C)C(=O)Nc3cccc(C#N)c3)o2)cs1 (centres undefined) | -3 | -1 | -2 | -3 | 9

item | PME-1 inh | PAD4 inh | PAFAH1B3 FP inh | PAFAH1B2 inh
20 | 2 | -2 | 7 | -1
17 | -1 | -4 | 7 | -1

The list goes on.
item | molecule | PREPL inhibitor | pPAFAH inh | LYPLA2 inh | LYPLA1 counter | GSTO1 counter
31 | COc1ccc(OC)c(C(=O)N2CCC(CCC(=O)NC3CC3)CC2)c1 | 10 | 1 | -1 | -1 | 14
32 | CCOc1cc(S(=O)(=O)NC2CC(C)(C)NC(C)(C)C2)ccc1Cl | 4 | 1 | 2 | 3 | 2
33 | C[C@H](NC(=O)c1nc[nH]c1C(=O)NCCCCCN)C(=O)OCc1ccccc1 | -6 | 6 | 0 | 3 | -1
34 | CCCCCCCC[n+]1cccc(C(=O)N(CC)CC)c1 | 1 | -4 | 1 | 0 | 1
35 | Cc1cc(C)cc(OCC(=O)N/N=C/c2ccccn2)c1 | 9 | 3 | 3 | -2 | 6
36 | c1ccc(-c2cc3c(N4CCCCC4)ncnc3s2)cc1 | 9 | 16 | -8 | 2 | 5
37 | Cc1ccc(COC(=O)CCc2nc3ccccc3c(=O)[nH]2)cc1 | -6 | -1 | 1 | 1 | -5
38 | COc1ccccc1CNC(=O)CC(C)c1ccccc1 (centres undefined) | 4 | 1 | 5 | 2 | -6
39 | CCCNC(=S)NC1CCCC1 | -3 | -3 | -3 | -3 | -1
40 | Cc1ccc(NS(=O)(=O)c2ccc(NC(=O)C(C)Sc3ccc(Cl)cc3)cc2)c(C)c1 (centres undefined) | -18 | 5 | -73 | -33 | -7
41 | O=C(N/N=C/c1cc([N+](=O)[O-])ccc1O)c1cccc(NC(=O)c2cccc(Cl)c2)c1 | 19 | -2 | -2 | -3 | -1
42 | COCCN(CCOC)Cc1c(C)[nH]c2ccccc2c1=O | 0 | 1 | 5 | -1 | 12
43 | COc1ccc(NC(=O)Nc2ccc(Br)cn2)cc1 | 4 | 4 | 2 | -1 | 3
44 | COc1ccc(CCNC(=O)C2CCN(S(=O)(=O)c3cnc[nH]3)CC2)cc1OC | -4 | -1 | 8 | 0 | 10
45 | O=C1c2ccccc2C(Nc2ccc(S(=O)(=O)N3CCOCC3)cc2)N1c1ccccn1 (centres undefined) | 4 | 2 | -3 | -3 | 4

item | PME-1 inh | PAD4 inh | PAFAH1B3 FP inh | PAFAH1B2 inh
31 | -2 | 0 | 2 | 3
32 | 5 | -3 | -4 | 4
33 | 0 | -2 | -14 | 6
34 | 0 | 5 | 6 | -1
35 | 1 | -2 | 11 | 3
36 | -7 | -3 | 9 | 0
37 | -6 | 7 | -2 | 8
38 | -3 | 3 | 12 | 6
39 | 2 | 8 | 2 | 3
40 | -77 | 1 | -51 | -25
41 | 5 | -5 | 23 | 9
42 | 1 | -1 | -2 | 2
43 | 4 | 2 | 1 | 2
44 | -3 | 0 | 8 | 2
45 | -7 | 1 | 6 | 7

(cont.)
item | molecule | PREPL inhibitor | pPAFAH inh | LYPLA2 inh | LYPLA1 counter | GSTO1 counter
46 | Cc1ccc(-c2cc(C(=O)Nc3c(C)n(C)n(-c4ccccc4)c3=O)[nH]n2)c(O)c1C | 13 | -4 | -6 | -1 | 8
47 | Cn1c(SCCOc2ccc(Cl)cc2)nnc1-c1ccncc1 | 13 | 6 | 2 | -1 | 2
48 | COc1ccc(Sc2cnn(-c3ccccc3)c(=O)c2Cl)cc1 | 38 | -6 | 5 | 0 | 3
49 | CCc1ccccc1NC(=O)CNC(=O)c1cc(C2CC2)nn1-c1ccccc1 | 6 | -9 | -5 | -3 | ·
50 | CSc1ccc(CN2CCN(C(=O)c3ccc([N+](=O)[O-])cc3)CC2)cc1 | 22 | 0 | 15 | 2 | 4
51 | N#Cc1c(N2CCCCC2)nc(N)c2c(N)nc3c(c12)CC(CCl)O3 (centres undefined) | 12 | 3 | -10 | 1 | 1
52 | CCCOc1cccc(C(=O)NC(=S)Nc2cccc(NC(=O)c3ccccc3Cl)c2)c1 | -19 | -22 | -53 | -11 | 2

item | PME-1 inh | PAD4 inh | PAFAH1B3 FP inh | PAFAH1B2 inh
46 | -3 | -1 | -4 | -1
47 | -3 | -2 | 2 | 12
48 | -9 | -3 | 1 | 5
49 | -2 | 1 | 3 | 4
50 | 4 | -5 | 13 | 4
51 | 3 | -12 | 5 | -3
52 | -42 | -5 | 6 | -4

Assay outcomes: PubChem, The Scripps Research Institute Molecular Screening Center
